# RGS8-Gao reg = modulates binding of RGS8 to human Galphao; P09471; AID 1423; 220,000 compounds, 0.34% hits; response (percent of control binding), % at 10 µM; multiplexed bead flow cytometry; actives lie on both sides; in the data active means response below about 60% or above about 140%; inactive means in between;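 further: Galphao activated as the GDP aluminium fluoride complex binding bead-coupled RGS8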
# RGS4-Gao reg = modulates binding of RGS4 to human Galphao; P09471; Multiplexed bead flow cytometry; actives lie on both sides; binding response (% of control), % at 10 µM; 220,000 compounds, 0.33% hits; AID 1415; in the data active means binding response below about 49% or above about 150%; inactive means in between;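 further: fluorescent Galphao activated with aluminum fluoride binding bead-coupled RGS4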
# Bim-Bcl-W = inhibitors of Bim-Bcl-W interaction, human; Q92843; bead-based flow cytometry, Bim peptide-Bcl-W binding; inhibition, % at 10 µM; 190,000 compounds, 0.02% hits; AID 952;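 further: 0% = bound tracer without compound and 100% = peptide blocker; higher means less fluorescent Bim peptide bound to Bcl-W beads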
# Target sequence (Q92843 whole entry, looked up): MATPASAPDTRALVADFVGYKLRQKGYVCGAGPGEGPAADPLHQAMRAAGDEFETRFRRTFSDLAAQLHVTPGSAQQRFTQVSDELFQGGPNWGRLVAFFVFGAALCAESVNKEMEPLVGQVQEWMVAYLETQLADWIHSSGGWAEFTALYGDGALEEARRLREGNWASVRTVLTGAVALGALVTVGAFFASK
# GSH bead fluor = compound fluoresces at 488/530 nm on GSH beads | 190,000 compounds, 0.25% hits | fluorescence (KMESF) at 10 µM | AID 1776 | GSH beads flow cytometry, compound fluorescence 488/530 nm; active compounds read high; in the data active means fluorescence above about 89;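 further: glutathione beads carrying GST-tagged Bcl family fusion proteins plus one bare bead set; values are compound well signal with DMSO vehicle wells as background; inactives centre near 16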
# ABCB1 inh = blocks JC-1 efflux by human ABCB1 transporter | P08183 | CCRF-Adr cells, flow cytometry | inhibition, % at 6.6 µM | 190,000 compounds, 0.067% hits | AID 1326; in the data active means inhibition above about 40%;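 further: 0% = vehicle and 100% = reference inhibitor; higher value means more JC-1 retained so stronger ABCB1 efflux block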
# Bcl-B Bim block = human Bim-Bcl-B interaction inhibition. bead-based flow cytometry, Bim peptide-Bcl-B binding. 190,000 compounds, 0.073% hits. inhibition, % at 10 µM. Q9HD36;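 further: 0% = tracer peptide without compound and 100% = reference inhibitor peptide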
# Target sequence (Q9HD36 whole entry, looked up): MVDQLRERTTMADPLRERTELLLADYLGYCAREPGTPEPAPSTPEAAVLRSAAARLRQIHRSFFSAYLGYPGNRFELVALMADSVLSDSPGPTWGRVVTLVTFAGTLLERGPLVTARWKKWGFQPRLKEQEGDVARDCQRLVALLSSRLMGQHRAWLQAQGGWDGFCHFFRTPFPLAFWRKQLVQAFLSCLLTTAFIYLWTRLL
# ABCG2 block = human ABCG2 inhibition, ABCB1 as counter-screen; inhibition, % at 6.6 µM; IgMXP3 cells, JC-1 efflux, flow cytometry; Q9UNQ0; 190,000 compounds, 0.1% hits;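 active means inhibition above 80%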;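 further: 0% = DMSO and 100% = nicardipine control wells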
# Target sequence (Q9UNQ0 whole entry, looked up): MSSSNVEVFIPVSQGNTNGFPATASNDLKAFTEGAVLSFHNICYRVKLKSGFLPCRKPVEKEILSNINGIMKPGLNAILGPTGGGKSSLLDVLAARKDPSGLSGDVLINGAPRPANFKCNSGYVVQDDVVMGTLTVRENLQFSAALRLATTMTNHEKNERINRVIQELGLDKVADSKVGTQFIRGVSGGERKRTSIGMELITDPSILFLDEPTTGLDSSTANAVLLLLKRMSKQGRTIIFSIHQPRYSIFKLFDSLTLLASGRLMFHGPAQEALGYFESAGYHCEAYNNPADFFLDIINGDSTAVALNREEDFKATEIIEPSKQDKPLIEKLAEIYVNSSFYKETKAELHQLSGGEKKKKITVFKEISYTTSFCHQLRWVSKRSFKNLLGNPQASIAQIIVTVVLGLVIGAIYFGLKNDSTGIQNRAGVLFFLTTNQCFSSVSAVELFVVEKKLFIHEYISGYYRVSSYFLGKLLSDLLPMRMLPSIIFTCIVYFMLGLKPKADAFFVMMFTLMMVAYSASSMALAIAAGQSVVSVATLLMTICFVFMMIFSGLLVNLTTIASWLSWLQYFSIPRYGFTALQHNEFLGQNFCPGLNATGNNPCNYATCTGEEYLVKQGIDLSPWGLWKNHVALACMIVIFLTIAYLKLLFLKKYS
#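 Incubation: cells with compound and JC-1, 10 min at 25 °C, rotating, no wash / Test system: IgMXP3 (ABCG2) plus far-red-tagged CCRF-Adr (ABCB1) cells / Compound dosing: one concentration, 6.6 µM final / Also added: JC-1 fluorescent substrate / Evaluation: efflux inhibition in percent versus controls / Detection: flow cytometry, 530 nm JC-1 signal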
# Bfl-1 Bim block = inhibitors of Bim-Bfl-1 interaction, human | Bead-based flow cytometry, Bim-Bfl-1 binding inhibition | inhibition, % at 10 µM | 190,000 compounds, 0.12% hits;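 further: 0% = wells without compound plus tracer and 100% = blocker peptide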
# RGS7-Gao reg = modulates binding of RGS7 to human Galphao; 220,000 compounds, 0.35% hits; Multiplexed bead flow cytometry; actives lie on both sides; binding response (% of control), % at 10 µM; in the data active means binding response below about 49% or above about 150%; inconclusive means no clear call, values can overlap the other calls; inactive means in between;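 further: fluorescent Galphao held in activated GDP-AlF4 state binding bead-coupled RGS7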
# Bim-Bcl-2 = inhibitors of Bim-Bcl-2 interaction, human. P10415. Bead-based flow cytometry, Bim peptide-Bcl-2 binding. inhibition, % at 10 µM. 190,000 compounds, 0.06% hits. AID 950; in the data active means inhibition above about 40%; inconclusive means no clear call, values can overlap the other calls;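 further: 0% = no compound wells with probe peptide and 100% = reference peptide inhibitor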
# Bim-Bcl-XL = inhibitors of Bim-Bcl-XL interaction, human. inhibition, % at 10 µM. 190,000 compounds, 0.04% hits. Q07817. Bim peptide-Bcl-XL binding, bead flow cytometry, fluorescence
# * = called active by the depositor; ? = inconclusive. Unless noted, no stated cut-off is given here; in the data, active means inhibition above about 40%.
# Values run as follows: RGS8-Gao reg	RGS4-Gao reg	Bim-Bcl-W	GSH bead fluor	ABCB1 inh	Bcl-B Bim block	ABCG2 block	Bfl-1 Bim block	RGS7-Gao reg	Bim-Bcl-2	Bim-Bcl-XL
- c1cc2c3c(cccc3c1)NC1(CCCCCC1)N2
  99	88	30	11	0.0	10	0	37	91	15	10
- O=C(NCc1ccccc1)C(=O)Nc1nccs1
  100	102	-1	14	0.5	-3	1	-6	102	-5	-2
- Nc1nc2ccccc2n1C(=O)c1ccco1
  106	100	-3	11	-0.3	-5	23	-3	102	-5	-5
- NC(=O)c1ccc(NC(=O)COc2ccc([N+](=O)[O-])cc2Cl)cc1
  98	95	-2	16	0.3	-4	31	-4	?	-3	-1
- CCOC(=O)N1CCN(S(=O)(=O)c2ccc(OCC)c3ccccc23)CC1
  98	101	1	14	0.8	4	2	2	96	1	0
- COC(=O)CNc1nc(-c2ccccc2F)nc2ccccc12
  101	104	0	18	0.5	0	4	-1	100	1	0
- CN(C)C=Nc1ncc2c([nH]c3ccccc32)c1C#N
  103	100	4	10	0.3	-2	3	-8	100	0	0
- Cc1c(C(=O)Nc2ccccc2)csc1-c1ccccc1
  102	100	0	13	-1.1	-5	16	2	104	1	-1
- Cc1ccc(-c2n[nH]c(=S)n2/N=C/c2cccn2C)cc1
  92	98	0	22	-0.9	-40	-2	9	104	1	0
- Cc1cc(NCCN2CCOCC2)n2c(nc3ccccc32)c1C#N
  98	98	2	14	4.7	1	12	-1	97	0	-1
- CCN1C=C(Cc2cccs2)C2=C(C1)C(c1cccs1)C(C#N)=C(N)O2 (configuration not stated)
  105	96	-1	10	0.9	0	2	0	97	0	-2
- O=C(Nc1ccccc1)C1=C(O)CC(c2ccco2)CC1=Nc1ccccc1 (configuration not stated)
  101	97	0	14	0.5	-1	6	0	98	1	0
- O=C(NCc1ccc2c(c1)OCO2)c1ccc(S(=O)(=O)N2CCOCC2)cc1
  100	101	-1	20	-0.1	-3	3	-8	109	-2	-2
- COc1ccc(-n2c(=O)[nH]c3c(C(N)=O)nc(C4CCCCC4)nc32)cc1
  101	99	2	22	0.3	-4	3	-3	100	-1	0
- CC(NC(=O)C1CCN(S(=O)(=O)N2CCC3(CC2)OCCO3)CC1)c1ccccc1 (configuration not stated)
  101	97	0	17	0.1	-3	-3	-4	?	-3	-7
- Cc1cc(CN2CCCC(CNC(=O)c3ccc(F)cc3)C2)cc(C)c1O (configuration not stated)
  108	105	4	17	0.0	-2	0	-2	106	0	-3
- O=C(O)C1CCN(c2ccc(Cl)nn2)CC1
  101	96	0	9	0.5	-1	6	-4	97	-1	-2
- C=CCOc1cccc(C2C(C(=O)c3cccs3)=C(O)C(=O)N2Cc2cccnc2)c1 (configuration not stated)
  102	98	0	17	-0.4	-3	-1	-8	97	-3	2
- Cc1ccccc1-n1c(C)c(C#N)c(=O)c(-[n+]2ccccc2)c1[S-]
  97	98	0	13	0.0	-5	0	-3	?	-3	-1
- COc1ccccc1NC1=C(N2CCCCC2)C(=O)c2ccccc2C1=O
  61	71	0	9	0.6	-2	14	2	71	1	-4
- COc1ccc(NS(=O)(=O)c2ccc3c(c2)n(C)c(=O)n3C)cc1
  100	102	6	50	-0.1	-4	1	-9	102	-4	7
- CN(C)CCCn1c(N)c(C#N)c2nc(C#N)c(C#N)nc21
  97	99	8	18	0.0	5	0	2	101	0	4
- O=C(O)c1cc(Cl)c2ccccc2c1O
  101	102	-1	50	0.0	-4	2	-7	102	-4	-4
- CCOc1ccc(NC(=O)CSc2nnc(C3CC3)n2N)cc1
  99	103	-3	5	0.4	-2	7	-14	104	-1	0
- Brc1ccccc1OCCCN1CCCCCC1
  102	101	-1	20	1.2	-2	1	-5	103	-3	-3
- N#Cc1ccc(OCC(=O)OCC(=O)NCCC2=CCCCC2)cc1
  97	96	-3	10	-0.3	-1	22	-4	96	1	-3
- CCOc1ccc(NCCC#N)cc1
  99	97	-5	19	0.1	-9	0	1	97	-4	-4
- CCO[C@@H]1OC(C(=O)NCc2nc3ccccc3[nH]2)=C[C@H](c2cn(C(C)=O)c3ccccc23)[C@H]1CCCO
  90	85	-1	20	0.5	-10	4	-8	80	-3	-2
- C=CCSc1nc2ccccc2n1S(=O)(=O)c1ccc(Cl)cc1
  104	104	-3	17	0.0	-3	1	1	102	0	-2
- NC(=S)NCc1cccnc1
  100	98	0	11	2.1	-2	4	-7	98	1	0
- CC(=O)Oc1c(/C=C(\C#N)C(N)=O)[nH]c2ccccc12
  100	98	-8	19	163*	-22	200*	-1	99	-13	-16
- O=C(CSc1ncnc2ccccc12)Nc1cc(S(=O)(=O)N2CCCCC2)ccc1Cl
  85	95	2	6	0.5	7	-2	0	95	1	3
- Cc1occc1C(=O)N1CCN(C(c2ccccc2)c2ccccc2)CC1
  100	104	-2	25	0.6	-3	3	-3	102	-3	-4
- CCCCN1CN(Cc2ccco2)CNC1=S
  100	103	-4	11	0.5	-5	3	-1	99	-2	-5
- O=C(O)C1NCCc2ccccc21 (configuration not stated)
  104	105	0	25	0.3	-7	1	-10	104	-3	-1
- CCN(CC)c1ccc(C=C2C(=O)OC3(CCCC3)OC2=O)cc1
  103	104	-4	17	0.2	-8	-2	-8	103	-9	-5
- CCN(c1ccccc1)S(=O)(=O)c1ccc(OC)c(NS(=O)(=O)c2cccs2)c1
  100	100	1	9	-0.7	0	-2	-5	?	-2	0
- CCOC(=O)c1ccc(S(=O)(=O)NNC(=O)c2ccc3c(c2)nc(C)n3CC)cc1
  100	100	0	12	0.4	-5	1	-4	?	-2	-1
- COc1ccc(S(=O)(=O)Nc2nc(C(F)(F)F)cs2)cc1
  104	104	-1	43	1.1	-9	3	-13	106	-9	-7
- CC(C)[C@@H]1NC(=O)N(c2ccc(Oc3ccccc3)cc2)C1=O
  95	92	-1	36	0.2	-6	3	-14	87	-11	-3
- O=C(NNC(=S)Nc1ccccc1)Nc1ccccc1
  99	100	-2	19	-0.3	-12	1	0	?	0	-1
- CSc1ncccc1C(=O)OCC(=O)Nc1cc(C(F)(F)F)ccc1N1CCOCC1
  101	105	0	40	1.9	-9	19	-10	104	-6	-6
- COCC(C)n1c(C)cc(C(=O)Cn2c(=O)oc3ccccc32)c1C (configuration not stated)
  102	99	1	15	1.0	-5	5	-7	93	-1	-1
- CC1CCCCN1C(=O)c1ccccc1NC(=O)c1ccco1 (configuration not stated)
  103	103	-5	20	1.1	-10	2	-17	101	-14	-9
- COc1ccc(Cc2nc(-c3ccccc3)no2)cc1
  101	103	-4	17	0.1	-2	0	0	101	0	0
- CC(C)c1nnc(SCC(=O)NCCC2=CCCCC2)n1N
  97	97	0	18	0.6	-9	6	-11	103	-6	-9
- Cc1cc(-c2ccccc2)n(-c2ccc(C(=O)NC(C)C)cc2)n1
  96	85	3	14	0.4	0	4	0	95	-1	1
- O=C(NCc1ccccc1)c1cc(S(=O)(=O)N2CCCCC2)ccc1N1CCOCC1
  99	99	-3	13	0.8	-4	1	-4	98	-5	-2
- O=C(NCCCN1CCc2ccccc2C1)C1CCN(S(=O)(=O)N2CCC3(CC2)OCCO3)CC1
  108	107	0	7	0.7	-3	0	-2	105	0	-1
- O=C(NCc1ccco1)c1cc(-c2ccccc2)on1
  102	102	-2	16	0.2	-3	2	0	101	1	0
- Cc1nnc(SCC(=O)Nc2c(C)n(C)n(-c3ccccc3)c2=O)n1Cc1ccccc1
  99	101	0	11	-0.2	0	-2	-5	?	0	1
- O=C(Nc1cc(F)ccc1F)C1CCCO1 (configuration not stated)
  98	103	0	14	0.1	0	0	2	103	1	1
- CCOC(=O)c1cccc(Nc2nc(-c3cccnc3)nc3ccccc23)c1
  103	104	0	33	0.8	-9	3	-8	103	-7	-6
- CCN(CC)c1ccc(NS(=O)(=O)c2ccc3c(c2)oc(=O)n3C)c(C)c1
  103	100	0	24	1.4	-9	1	-7	100	-5	-6
- NC(=O)c1ccsc1NC(=O)c1nc(-c2ccccc2)n(-c2ccccc2)n1
  97	98	-8	27	0.1	-16	0	0	100	0	-13
- CCCSCCCNC(=O)CC1Oc2ccccc2NC1=O (configuration not stated)
  101	101	0	26	0.0	-8	0	-10	98	-7	-3
- Nc1nc2ccccc2n1/N=C/c1cccnc1
  99	98	-2	17	-0.3	-4	1	-4	99	3	-3
- CCc1noc(C)c1C(=O)N1CCCC(C(=O)c2cc(F)ccc2F)C1 (configuration not stated)
  100	99	0	9	0.4	-4	1	-5	98	-1	-2
- O=C(CN(CC1CCCO1)C(=O)CCC(=O)Nc1ccccn1)NCC1CCCO1 (configuration not stated)
  97	103	4	63	0.6	-4	2	-12	101	-7	-9
- O=C(NNc1ncnc2c1cnn2-c1ccccc1)c1cccs1
  101	102	-3	15	0.1	-17	3	-3	102	-2	-1

# Additional compounds:
# Values run as follows: RGS8-Gao reg	RGS4-Gao reg	Bim-Bcl-W	GSH bead fluor	ABCB1 inh	Bcl-B Bim block	ABCG2 block	Bfl-1 Bim block	RGS7-Gao reg	Bim-Bcl-2	Bim-Bcl-XL
- CCc1cccc(C)c1NC(=S)NCc1cccn1C
  96	90	0	21	0.8	-2	5	-1	88	-1	-3
- COc1ccc(N=Nc2nc3ccc(Br)cc3n2C)cc1
  97	98	-3	12	0.7	-2	2	-1	97	2	-5
- CC(=O)Cn1nnc2sc3c(c2c1=O)CCC(C(C)(C)C)C3 (configuration not stated)
  102	101	3	13	1.0	-1	7	-2	?	2	1
- CCOC(=O)c1c(C)c(C(=O)NC2CCCCC2)c(C)n1CC
  98	95	0	15	0.2	0	4	0	98	-8	0
- CCS(=O)(=O)N1CCN(Cc2nc3ccccc3c(=O)[nH]2)CC1
  99	102	2	45	0.0	-1	1	2	102	0	1
- COc1cc(OC)cc(-c2cc3nc(C)c(CCC(=O)O)c(C)n3n2)c1
  101	99	0	16	1.1	-3	5	-12	100	-5	-2
- Cc1nn(-c2ccccc2)c(Cl)c1/C=N/NC(=O)CNc1n[nH]c(=O)[nH]c1=O
  102	102	3	8	0.5	-5	1	-4	103	1	0
- Cc1ccc(C(=O)NNC(=O)c2ccc(C)cc2)cc1
  106	104	-3	11	-0.2	-5	0	-9	109	-2	-4
- O=C(COC(=O)C1CCN(S(=O)(=O)c2cccs2)CC1)Nc1ccccc1Br
  100	100	-1	14	0.8	-3	2	-5	101	-2	-2
- COc1ccc(CC(=O)O/N=C(\N)Cc2cccc3ccccc23)cc1
  96	88	1	11	1.7	-6	6	0	82	-1	1
- COc1ccc(-n2c(N)c(C(=O)NCc3ccco3)c3nc4ccccc4nc32)cc1
  88	86	0	54	1.8	0	8	0	92	0	-5
- CC(=O)Nc1nc(COc2ccc3ccccc3c2)cs1
  98	100	0	12	0.3	-2	1	-2	99	-4	0
- CCCCCC(=O)N/N=C(\C)c1ccc(NC(=O)c2ccco2)cc1
  107	112	0	38	0.3	-8	6	-11	110	-8	-9
- CCOC(=O)Cc1cc(=O)c2c(=O)n(-c3ccccc3)[nH]c2[nH]1
  101	101	2	54	-0.3	4	-1	2	98	0	1

# Screening results as filed in PubChem.
